Bioassay records (PubChem)
EBV LMP1 NFkB – EBV LMP1-driven NF-kappaB luciferase reporter inhibitors, primary screen, cell-based, luminescence, single point | LMP1-induced NF-kappaB luciferase reporter cells | inhibition, % at 12.5 µM | 0.69% of 350,000 active; in the data active = inhibition above about 41%;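 also: 0% = neutral control wells and 100% = reference inhibitor control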
Shn3 inh set2 – reduction of Shn3 3'UTR firefly luciferase signal, primary screen, Schnurri-3 inhibitor project, cell-based, Clone20 osteoblasts, set 2; Clone20 osteoblast Shn3 3'UTR firefly luciferase, 24 h; inhibition, % at 12.5 µM; AID 588674, 2011; 0.52% of 360,000 active;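 active = mean inhibition of at least 75% with every replicate also reaching 75%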;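 also: 0% = median of neutral control wells and 100% = pilot-screen positive control compound; some compounds past the cut are filed as inactive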
Peg3 promoter – Peg3 promoter-driven luciferase inhibitors, primary screen, cell-based, HeLa, luciferase luminescence; 1.7% of 360,000 active; inhibition, % at 20 µM; HeLa PEG-Prom luciferase reporter, overnight; AID 588405, 2011;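 active = inhibition of at least 50% at 20 µM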
KKLEB tox – cytotoxicity in KKLEB CF airway cells, primary screen, cytotoxicity control for CF NF-kB inhibitor project, cell-based, uHTS, fluorescence assay plates. KKLEB CF airway cells viability, ATPlite luminescence, overnight; stronger effect = lower value; cells stimulated with P. aeruginosa culture filtrate. activity change (cytotoxicity), % at 5 µM. 0.36% of 360,000 active. AID 602141, 2011;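 active = corrected activity change at or below -50% at 5 µM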
NR2E3 ag-1 – inhibitors of NR2E3-RetCOR corepressor binding, primary screen, NR2E3 agonist project, biochemical, TR-FRET, GST-NR2E3, biotin-RetCOR | 0.12% of 320,000 active | AID 2300, 2010 | Photoreceptor-specific nuclear receptor (Homo sapiens), Q9Y5X4 | inhibition of corepressor binding, % at 4.78 µM | 1536-well;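 active = percent inhibition above the cutoff of mean plus 3 SD of all tested compounds, set per screening campaign, cut at about 20% in these data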;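 also: 0% = DMSO wells and 100% = biotin wells as full block of FRET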
Target sequence (Q9Y5X4 whole entry, looked up): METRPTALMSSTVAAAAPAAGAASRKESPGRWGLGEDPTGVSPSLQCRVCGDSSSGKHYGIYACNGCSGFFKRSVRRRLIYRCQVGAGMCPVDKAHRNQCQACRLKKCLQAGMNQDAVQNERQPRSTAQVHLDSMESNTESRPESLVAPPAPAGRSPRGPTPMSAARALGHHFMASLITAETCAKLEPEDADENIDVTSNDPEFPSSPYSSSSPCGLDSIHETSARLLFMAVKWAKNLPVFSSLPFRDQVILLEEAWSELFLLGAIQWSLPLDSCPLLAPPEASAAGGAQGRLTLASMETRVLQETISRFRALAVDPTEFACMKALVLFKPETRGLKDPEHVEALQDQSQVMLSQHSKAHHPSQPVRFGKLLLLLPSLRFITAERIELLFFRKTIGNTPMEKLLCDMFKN
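System: GST-tagged NR2E3 plus biotinylated RetCOR corepressor; Amount: 1.35 nM GST-tagged NR2E3 final; Dosing: single nominal compound dose of 4.8 µM; Schedule: 5 h incubation at 4 °C; Technique: TR-FRET with europium anti-GST and streptavidin-D2, 340 nm excitation; Controls: biotin wells as high control, 0.6% DMSO wells as low control.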
NR2E3 ag-2 – NR2E3 agonists in two-hybrid cells, primary screen, cell-based, luminescence, CHO-S, Gal4-NCOR/VP16-NR2E3. luciferase. inhibition of corepressor binding, % at 3.98 µM. 0.35% of 360,000 active. AID 602229, 2012;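 active = inhibition above the mean of all tested compounds plus 3 SD, cut at about 70% in these data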;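 also: 0% = DMSO with NR2E3 transfected cells and 100% = cells lacking NR2E3 construct; higher means lower luciferase signal from less NR2E3 corepressor binding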
HIF-2a inh – HIF-2a reporter inhibitors, primary screen, luminescence, 786-0 RCC cells. AID 624352, 2012. inhibition, % at 18.8 µM. 0.72% of 360,000 active. 786-0 RCC cells HIF-2a reporter, luciferase luminescence, overnight;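 active = inhibition of the luminescence signal of 40% or more relative to plate controls, in a single-dose primary screen at 18.75 µM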
TRAIL sens C8 – viability loss with TRAIL in NB7+C8 cells, primary screen, TRAIL sensitizer project, cell-based, ATPlite luminescence; inhibition (viability loss, TRAIL sensitization), % at 10 µM; 1% of 360,000 active; AID 624354, 2012;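 active = compounds causing at least 50% loss of cell viability in the single-dose screen, relative to plate controls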
TRPM1 prom inh – inhibitors of MITF-dependent TRPM1 promoter reporter, primary screen, cell-based, SK-MEL-5, single point, luciferase; SK-MEL-5 TRPM1 promoter luciferase, 24 h; 0.83% of 330,000 active; inhibition, % at 12.5 µM;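 active = mean inhibition across replicates of 60% or more, whatever share of single replicates reaches that level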; also: values of inactives mirror those of a sister screen read the other way
CF NFkB block – inhibitors of PAF-induced NF-kB signaling, primary screen, cell-based, GFP fluorescence, uHTS; KKLEB NF-kB-GFP reporter, GFP fluorescence overnight; inhibition, % at 5 µM; 0.86% of 360,000 active; AID 588850, 2011;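 active = at least 50% inhibition at 5 µM, scaled per plate between neutral and stimulator controls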;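 also: PAF is a Pseudomonas aeruginosa culture filtrate used as stimulus; plate controls were PAF-stimulated DMSO wells for no effect and unstimulated DMSO wells for full effect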
hiPSC survival – enhancers of single-cell hiPSC survival, primary screen, ATPlite luminescence; AID 602274, 2012; survival enhancement, % at 20 µM; 100% = ROCK inhibitor wells, 0% = DMSO; 0.044% of 360,000 active; in the data active = survival enhancement above about 18%;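 also: cells exposed to compounds for 16 hours before the ATP read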
Numbers without * were called inactive; . = no result given; & = joins results of further samples. These rows are one share of the data; count on the stated rates, not on these rows.

SMILES | EBV LMP1 NFkB | Shn3 inh set2 | Peg3 promoter | KKLEB tox | NR2E3 ag-1 | NR2E3 ag-2 | HIF-2a inh | TRAIL sens C8 | TRPM1 prom inh | CF NFkB block | hiPSC survival
CCCCNC(=O)CCc1nc2cccnc2n1Cc1ccccc1 | 12 | -2 | 16 | -3 | 4 | -52 | 26 | -3 | 7 | 12 | 0.1
Cc1nc(N(CCO)C2CCCCC2)c2nnn(Cc3ccccc3)c2n1 | -20 | 16 | 20 | 7 | -5 | -18 | 20 | -9 | 4 | 16 | -0.2
O=C(Nc1ccccc1N1CCOCC1)C1CCN(S(=O)(=O)c2ccc(F)cc2)CC1 | -18 | 8 | 10 | 0 | -2 | 17 | 15 | -6 | 0 | -2 | -1.0
Cc1cc(Nc2ccc3c(c2)OCCO3)n2nc(C)nc2n1 | -3 | -8 | 16 | 6 | 1 | -8 | 16 | 2 | 8 | -26 | -2.2
CCOC(=O)C1(C)Oc2ccccc2C(c2ccc(OC)cc2)=C1C(=O)OC (stereo unspecified) | 2 | 6 | 16 | 19 | . | -13 | 3 | 7 | 1 | -12 | -1.7
CCOc1ccccc1NC(=O)CN(c1ccc(C)cc1)S(=O)(=O)c1c(C)n[nH]c1C | -1 | 16 | 42 | -8 | 2 | 12 | 26 | -8 | 10 | 10 | 4.0
CC(C)c1ccc(-c2cc(C(=O)NN3CCN(C)CC3)c3ccccc3n2)cc1 | -3 | -92 | -214 | -29 | -4 | -119 | -165 | 77* | -35 | 11 | -1.9
Cc1nc(C(F)(F)F)ccc1C(=O)Nc1ccccc1N1CCOCC1 | -4 | 16 | 10 | 13 | 2 | 2 | 18 | -3 | 17 | -21 | 0.3
CCOC(=O)C1CCN(CCC(=O)Nc2ccc(C)c(C)c2)CC1 | 4 | 17 | 18 | 3 | 3 | -19 | 7 | 0 | -6 | -2 | 0.1
CN(C(=O)c1cccc(NC(=O)C2CCCN(C(=O)OC(C)(C)C)C2)c1)C1CCC1 (stereo unspecified) | 8 | 14 | 9 | -4 | . | -12 | 16 | 5 | 17 | 14 | 0.0
COCCn1c(=O)c2c(nc3n2CCCN3CCc2ccc(OC)c(OC)c2)n(C)c1=O | -2 | -8 | 4 | 9 | . | -20 | 23 | -18 | -8 | -13 | 1.1
COc1ccc(Cc2c(-c3ccccc3)nc3cc(C)c(Br)c(C)n23)c(C)c1 | . | -1 | 4 | -4 | . | -49 | -6 | 3 | . | -10 | -1.3
COC(=O)c1c[n+]([O-])ccc1OC | . | -19 | -11 | -16 | . | 10 | 8 | -8 | . | -12 | -0.2
CCc1nc2ccc(C(=O)NCCc3ccccn3)cn2c1N(CC)CCOC | . | 10 | -6 | 10 | . | -11 | 8 | -4 | . | -40 | -1.5
Cc1ccc(S(=O)(=O)N(Cc2cccnc2)Cc2cc3ccccc3[nH]c2=O)cc1 | 0 | 8 | -109 | -8 | 7 | 15 | -32 | 1 | 4 | -9 | 1.3
O=C(CNC(=O)c1ccc(OC(F)F)cc1)NCC1CCCO1 (stereo unspecified) | -5 | 6 | 4 | 4 | 0 | -11 | 14 | 8 | 12 | 8 | -0.2
CC(C)CC(=O)NC(=S)Nc1cc(C(=O)O)ccc1Cl | -6 | -4 | 16 | -2 | 0 | -5 | 14 | -6 | 5 | -3 | -1.7
Cc1ccc(N(CC(O)CN2C(=O)NC(C)(C)C2=O)S(=O)(=O)c2ccc([N+](=O)[O-])cc2)cc1 (stereo unspecified) | -2 | 4 | 11 | -6 | -6 | -5 | 3 | 3 | 1 | 21 | 0.0
O=C(/C=C/c1ccc([N+](=O)[O-])cc1)Nc1cccnc1 | -21 | -66 | -276 | -13 | 4 | -29 | -257 | 32 | -26 | 1 | -1.8
CCc1nnc(NC(=O)Cn2ccc(C(F)(F)F)n2)s1 | 0 | -5 | 9 | 0 | 1 | 5 | 0 | -14 | 4 | -2 | -1.1
CC(=O)N1N=C(c2ccccc2)CC1c1ccc(F)cc1 (stereo unspecified) | 0 | 4 | 13 | -13 | 7 | -14 | -6 | 1 | 10 | -3 | -0.2
CC(=O)N1CCc2cc(Br)cc(S(=O)(=O)NCc3ccccn3)c21 | -2 | -18 | 11 | 2 | 5 | -26 | 8 | 12 | 1 | -4 | 0.8
CC(C)C(C(=O)Nc1ncn[nH]1)N1C(=O)c2ccccc2C1=O (stereo unspecified) | -6 | -9 | -10 | 2 | 1 | 3 | 8 | -4 | -6 | 0 | 4.7
NS(=O)(=O)c1ccc(NC(=O)/C=C/c2ccco2)cc1 | -5 | -9 | -23 | 5 | -6 | 2 | -37 | -2 | -25 | 16 | -0.1
Cc1cnc(NC(=O)NCC2CCCC(CNC(=O)Nc3ncc(C)s3)C2)s1 (stereo unspecified) | -7 | -11 | -45 | -5 | 5 | 23 | -35 | 11 | 3 | 34 | 0.2
CC(C)c1ccc(C2NC(=O)c3ccccc3O2)cc1 (stereo unspecified) | 4 | -2 | -121 | -8 | -2 | -62 | -184 | 0 | -18 | 23 | -0.5
CCOC(=O)C1CCN(C(=O)CCc2nc3ccccc3[nH]2)CC1 | 7 | 5 | 4 | 2 | -1 | 13 | 2 | -9 | -13 | 10 | 8.4
CCCc1nc2c(sc3nc4c(cc32)COC(C)(C)C4)c(=O)n1Cc1ccco1 | -10 | 31 | 13 | 16 | 2 | -21 | -14 | 19 | 8 | 9 | 1.0
COc1cc(NC(=S)NC(=O)CCc2ccccc2)cc(OC)c1 | 0 | 8 | -2 | -17 | -1 | -23 | 6 | 7 | 9 | 4 | 0.7
CN1C(=O)Cc2cc(S(=O)(=O)N3CCOCC3)ccc21 | -2 | 0 | -5 | 0 | 3 | -23 | 3 | -11 | 7 | 1 | 0.3
Cc1cc(C(=O)N2CCCC(Nc3ccc(F)cc3)C2)n(C)n1 (stereo unspecified) | 2 | 4 | 13 | -20 | 3 | 12 | 8 | 2 | -11 | 25 | 2.9
CCC1CSC(Nc2ccc(C(=O)/C=C/c3ccc(Oc4ccccc4)cc3)cc2)=N1 (stereo unspecified) | -12 | 26 | -118 | 1 | 0 | -43 | -25 | -3 | 2 | -16 | -2.7
CCCCN(CC)CCNC(=O)c1cc2c(-c3ccccc3F)nn(C)c2s1 | -42 | -84 | 31 | -3 | 6 | 29 | 7 | 17 | -6 | -4 | -0.7
O=c1nc(-c2ccccc2)n(-c2ccccc2)c2ncccc12 | 7 | 5 | 11 | 4 | 6 | 8 | 15 | -4 | 8 | -1 | -0.7
O=S(=O)(c1ccccc1)N1CCC(O)(CSc2ccc(F)cc2)CC1 | 21 | 45 | 3 | 18 | 2 | 16 | 6 | 24 | 23 | -10 | 0.0
CN1CCN(C(=O)c2ccc(CNS(=O)(=O)c3cccc(Cl)c3)cc2)CC1 | -2 | 8 | 19 | -2 | . | -1 | 12 | 13 | 2 | 16 | -0.4
COc1ccc2c(C=Nc3c(C)n(C)n(-c4ccccc4)c3=O)c(O)n(Cc3ccco3)c(=O)c2c1 | -2&-2 | 5&13 | 7&23 | 7&7 | 6 | -13&-1 | -3&14 | -3&0 | 2&1 | -20&-4 | -2.0&-1.5
CC1CCN(CCC(=O)Nc2ccccc2)CC1 | 6 | -5 | 10 | 0 | 2 | 1 | 4 | -5 | -4 | -2 | -0.9
CC(=O)c1ccc(OCc2cc(C(=O)N3CCC(c4ccncc4)CC3)no2)cc1 | 13 | 70 | -23 | -10 | -4 | 90* | 5 | 1 | 10 | 7 | 0.3
Cc1ccc(C)c(N2CCN(S(=O)(=O)c3ccc(-c4ccc(=O)[nH]n4)o3)CC2)c1 | -1 | 28 | 22 | 0 | -3 | -16 | 10 | -30 | -5 | -35 | -0.3
C[C@H](CO)N1C[C@H](C)[C@@H](CN(C)C(=O)NC2CCCCC2)Oc2c(NS(=O)(=O)c3cccs3)cccc2C1=O | -1 | 4 | 4 | -15 | . | 8 | 17 | -9 | 5 | 32 | 9.8
O=C1NC(=O)/C(=C\c2ccsc2)N1 | 1 | -3 | 1 | 1 | 0 | -10 | 0 | -5 | 7 | 12 | -1.5
COC(=O)COc1ccc2oc(=O)cc(C)c2c1 | 3 | 6 | -2 | 8 | 0 | 9 | 8 | -1 | 4 | 5 | -1.9
O=C(COC(=O)C1CCC1)Nc1ncc(Cl)cc1Cl | 1 | 1 | 8 | -3 | -7 | -29 | 6 | 5 | 6 | 16 | 0.5
Cc1c(C(=O)N2CCCCC2)sc(NC(=O)C2CC2)c1C#N | 5 | -1 | -1 | 3 | 1 | 12 | 6 | -6 | 2 | -4 | -3.7
Cn1c(SCC(=O)N2CCOCC2)nnc1-c1cnccn1 | -1 | -14 | 0 | 3 | 1 | -15 | -12 | -2 | -3 | -8 | -1.3
CCOc1ccc(-n2cc(C(=O)NC(C)C)c3cc(OC)c(OC)cc3c2=O)cc1 | 3 | -21 | 13 | -3 | 4 | 10 | 14 | 2 | -5 | 6 | -1.0
O=C1N(CN2C(=O)C3(OCCO3)c3ccccc32)c2ccccc2C12OCCO2 | 2 | 1 | 22 | -4 | -3 | -32 | 15 | -1 | -1 | -7 | 8.3
O=[N+]([O-])c1ccc(CN2CCN(c3ccc(F)cc3)CC2)o1 | -2 | -12 | 15 | -6 | . | -22 | -1 | -6 | 15 | 11 | -0.4
COc1ccc(NC(=O)C2C3CCC(O3)C2C(=O)O)c(C)c1 (stereo unspecified) | -9 | -15 | 10 | -8 | -4 | 0 | 11 | -11 | 7 | 14 | -0.3
CCOc1ccc(OCCCC(=O)N(C)CC(=O)Nc2ccccc2Br)cc1 | 8 | 7 | 2 | 14 | . | 9 | -3 | -14 | 7 | -23 | -0.7
CC(C)(C)OC(=O)N1CCC(NC(=O)c2[nH]cnc2C(=O)Nc2ccc(Br)cc2F)CC1 | 15 | 10 | 12 | -17 | . | -2 | 4 | 46 | . | 8 | -0.6

Arranged by length of the SMILES (rising): 3 of the compounds above
SMILES | EBV LMP1 NFkB | Shn3 inh set2 | Peg3 promoter | KKLEB tox | NR2E3 ag-1 | NR2E3 ag-2 | HIF-2a inh | TRAIL sens C8 | TRPM1 prom inh | CF NFkB block | hiPSC survival
COC(=O)COc1ccc2oc(=O)cc(C)c2c1 | 3 | 6 | -2 | 8 | 0 | 9 | 8 | -1 | 4 | 5 | -1.9
CCOc1ccc(OCCCC(=O)N(C)CC(=O)Nc2ccccc2Br)cc1 | 8 | 7 | 2 | 14 | . | 9 | -3 | -14 | 7 | -23 | -0.7
CC(C)(C)OC(=O)N1CCC(NC(=O)c2[nH]cnc2C(=O)Nc2ccc(Br)cc2F)CC1 | 15 | 10 | 12 | -17 | . | -2 | 4 | 46 | . | 8 | -0.6
